# Screening results from PubChem BioAssay.
# Hck Nef HTS: inhibitors of Nef-activated human Hck kinase, primary screen, biochemical, Z-Lyte FRET, 384-well, Hck-YEEI | Tyrosine-protein kinase HCK (Homo sapiens), P08631 | Recombinant Hck-YEEI plus Nef, Z-Lyte FRET kinase assay | inhibition, % at 20 µM | 220,000 tested, 0.68% active | AID 463187, 2010;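 active = Hck-Nef kinase inhibition above about 50%, limit read from the data; inactive = inhibition below that limit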;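 also: 0% = DMSO with Hck plus Nef and 100% = Hck alone without Nef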
# Target sequence (P08631 whole entry, looked up): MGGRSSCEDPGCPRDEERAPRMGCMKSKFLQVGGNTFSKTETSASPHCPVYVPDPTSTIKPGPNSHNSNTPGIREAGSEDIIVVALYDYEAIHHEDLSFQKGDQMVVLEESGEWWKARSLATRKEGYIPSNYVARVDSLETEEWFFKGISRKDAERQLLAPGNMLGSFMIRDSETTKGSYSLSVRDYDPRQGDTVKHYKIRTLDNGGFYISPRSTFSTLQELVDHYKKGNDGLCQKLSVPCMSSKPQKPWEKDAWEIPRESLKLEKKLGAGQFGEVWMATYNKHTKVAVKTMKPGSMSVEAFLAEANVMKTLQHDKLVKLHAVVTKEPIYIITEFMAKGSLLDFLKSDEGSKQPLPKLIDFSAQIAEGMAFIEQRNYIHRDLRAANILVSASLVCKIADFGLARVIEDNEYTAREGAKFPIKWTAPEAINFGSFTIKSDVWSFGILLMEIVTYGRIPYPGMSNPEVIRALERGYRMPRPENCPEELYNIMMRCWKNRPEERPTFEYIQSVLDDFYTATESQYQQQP
# zVAD death inh: inhibitors of zVAD-triggered necroptosis, primary screen, L929 cells; L929 zVAD necroptosis rescue, ATP luminescence, 24 h; with zVAD 60 µM; viability rescue, % at 10 µM; 220,000 tested, 0.38% active;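 active = activation, scaled between plate controls, above about 75%, limit read from the data; inactive = activation under that limit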;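 also: 0% = zVAD with DMSO and 100% = DMSO alone without zVAD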
# thrombin 1536: human alpha-thrombin inhibitors, primary screen, counter-screen for coagulation protease inhibitor project, biochemical, 1536-well, fluorogenic AMC substrate; 220,000 tested, 0.26% active; AID 1046, 2008; inhibition, % at 5 µM; Boc-VPR-AMC fluorogenic substrate cleavage; Prothrombin (Homo sapiens), P00734;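 active = inhibition at or above 40%; inactive = inhibition below 40%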;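 also: 0% = enzyme with no compound and 100% = wells without enzyme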
#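 Test system: human alpha-thrombin; medium: pH 7.5 Tris-saline with Tween 20; times: reaction at room temperature; signal: AMC fluorescence at 355 nm excitation and 460 nm emission; also added: Boc-VPR-AMC substrate, 15 µM final; dosing: one concentration per compound, 5 µM, with 0.2% DMSO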
# TNF death inh: inhibitors of TNF-alpha triggered necroptosis, primary screen, cell-based, Jurkat FADD-/-, single concentration | 220,000 tested, 0.068% active | activation (protection from cell death), % at 10 µM | AID 463075, 2010 | Jurkat FADD-/- TNF necroptosis rescue, ATP luminescence, 24 h; 0 = TNF only, 100 = no-TNF cells;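 active = activation, meaning protection from cell death, of at least 50% relative to plate controls; inactive = activation below 50%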;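 also: necroptosis triggered by 40 ng/mL TNF-alpha added together with compound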
# FXIIa inh: human FXIIa protease inhibitors, primary screen, biochemical, 1536-well; purified FXIIa, Boc-QGR-AMC fluorogenic substrate, 2 h; inhibition, % at 5 µM; 220,000 tested, 0.3% active; AID 800, 2007; in the data active = inhibition above about 40%;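 also: 0% = enzyme with no compound and 100% = blank without enzyme; many of its hits are not listed in these tables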
# KCC2 mod: KCC2 cotransporter modulators, thallium flux, primary screen, cell-based, HEK293 KCC2, FluoZin-2 fluorescence, MLSMR | AID 1456, 2008 | KCC2 cells, thallium flux FluoZin-2 fluorescence | B-score of Tl+ flux slope (higher = more flux/activation; lower = inhibition) at 10 µM | 190,000 tested, 2.2% active;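 active = thallium flux slope and its plate-corrected score both differing from the plate sample mean at a set confidence after two filtering rounds, in either direction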;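 also: slope of fluorescence scaled to starting intensity during 10 to 20 s after thallium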
# KLK5 inh: human KLK5 protease inhibitors, primary screen, biochemical, 1536-well | Kallikrein-5 (Homo sapiens), Q9Y337 | recombinant hK5, fluorogenic AMC substrate cleavage | inhibition, % at 5 µM | 210,000 tested, 0.59% active | AID 873, 2007;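 active = inhibition of 40% or more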;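 also: 0% = enzyme controls without compound and 100% = no-enzyme blanks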
# Target sequence (Q9Y337 67-293 limits assumed): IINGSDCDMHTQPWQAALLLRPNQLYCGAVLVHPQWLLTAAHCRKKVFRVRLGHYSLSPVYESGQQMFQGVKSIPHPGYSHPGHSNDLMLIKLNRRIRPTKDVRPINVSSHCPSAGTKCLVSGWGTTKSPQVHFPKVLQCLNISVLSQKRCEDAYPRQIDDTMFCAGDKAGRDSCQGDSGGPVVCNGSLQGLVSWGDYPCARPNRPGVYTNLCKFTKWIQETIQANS
# FXIa inh: human FXIa protease inhibitors, primary screen, biochemical, 1536-well | purified FXIa, Boc-Glu-Ala-Arg-AMC fluorogenic substrate | inhibition, % at 5 µM | 220,000 tested, 0.14% active | AID 798, 2007;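 active = inhibition of at least 40%; inactive = inhibition below 40%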;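 also: fluorescence of freed AMC excited at 355 nm; 0% = enzyme without compound and 100% = no enzyme blank; many of its hits are not listed in these tables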
# Rad51 HR inh: human RAD51 strand exchange inhibitors, primary screen, biochemical, fluorescence; AID 1385, 2008; 200,000 tested, 0.085% active; hRad51 DNA strand exchange, fluorescence dequenching; inhibition, % at 10 µM; DNA repair protein RAD51 homolog 1 (Homo sapiens), Q06609;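 active = inhibition above 40% at the single screening dose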;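 also: 0% = DMSO control wells and 100% = blanks with heterologous ssDNA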
# Target sequence (Q06609 whole entry, looked up): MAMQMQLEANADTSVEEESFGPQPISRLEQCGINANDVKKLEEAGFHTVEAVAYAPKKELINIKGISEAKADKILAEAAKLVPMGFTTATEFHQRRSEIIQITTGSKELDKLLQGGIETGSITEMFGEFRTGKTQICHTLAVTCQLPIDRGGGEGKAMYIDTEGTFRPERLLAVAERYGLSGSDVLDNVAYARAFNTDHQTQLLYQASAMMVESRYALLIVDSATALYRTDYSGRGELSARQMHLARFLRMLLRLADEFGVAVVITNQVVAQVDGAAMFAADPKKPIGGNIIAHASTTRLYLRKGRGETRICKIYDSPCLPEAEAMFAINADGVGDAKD
#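 Material: hRad51 filaments on single-stranded DNA; Reagent: Donor/quencher-labelled 47-bp dsDNA substrate; Compound: 10 µM final, single point; Schedule: 37 °C 15-min filament assembly, 30-min compound preincubation, 15-min exchange; Technique: FRET fluorescence, excitation 485 nm, emission 520 nm; Benchmarks: control wells and blank wells on each plate.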
# * marks the source's active call; other numbers are inactive results; i = inactive; . = not tested or not shown. An excerpt; the hit share may differ from the screen's.
cpd	molecule	Hck Nef HTS	zVAD death inh	thrombin 1536	TNF death inh	FXIIa inh	KCC2 mod	KLK5 inh	FXIa inh	Rad51 HR inh
1	Cc1cccc(NC(=O)c2ccc(N(C)C3CCCCC3)c([N+](=O)[O-])c2)n1	1.4	1.2	-5.6	-12.1	10.0	.	-5.3	-4.1	-0.3
2	Oc1ccc(COCc2ccccc2)c2cccnc12	2.6	4.2	1.1	-13.8	13.6	3.34*	-165.6	23.6	-2.2
3	COCCNC(=O)CSCc1c(F)cccc1Cl	-0.8	0.3	-6.5	-2.0	-16.2	-0.104	-7.0	-12.8	.
4	Brc1ccc(-c2nnc3c4ccccc4nc(N4CCOCC4)n23)cc1	2.0	1.1	-1.4	-0.5	8.2	.	4.4	5.2	.
5	O=C(CSc1nc(-c2ccccc2)cc(C(F)(F)F)n1)N1CCOCC1	0.3	-0.1	3.2	0.8	13.8	-0.478	2.4	7.3	0.4
6	Cc1cc(SCC(=O)c2ccc3c(c2)OCO3)nc2ccccc12	0.5	0.1	4.6	0.4	15.1	0.0948	-8.7	-1.4	1.4
7	COc1ccccc1-c1cc(C(=O)NCCCn2ccnc2)no1	3.0	0.7	-7.0	-1.0	-12.6	-0.636	-0.8	-14.4	5.4
8	N#CC(C#N)=CC1=C2OC(c3ccccc3)=CC(c3ccccc3)=C2CCC1	5.6	0.1	6.4	0.2	6.9	-0.554	-14.5	-5.0	-5.0
9	CCOC(=O)c1cc(CC)sc1NC(=O)c1cc([N+](=O)[O-])ccc1N1CCOCC1	0.9	-0.6	5.0	-8.6	11.3	.	8.1	2.2	-10.6
10	O=C(O)c1cc(-c2ccc(Cl)cc2)n[nH]1	-3.3	1.1	-6.6	2.5	18.0	-2.49	-16.3	1.3	0.6
11	Cn1c(Cn2c(=O)sc3ccccc32)nnc1SCC(=O)Nc1cccc(F)c1	0.3	-1.5	0.6	-0.2	9.1	-0.89	-1.6	5.2	-0.9
12	O=C(CS(=O)(=O)c1ccccc1)Nc1ccccn1	4.6	0.2	5.9	-0.3	6.4	-0.549	-1.8	0.1	19.9
13	Cc1ccc(-c2cc(-c3ccccc3[N+](=O)[O-])[nH]n2)c(O)c1	16.1	0.7	-0.2	-2.6	8.0	-1.57	-8.7	1.1	.
14	COc1ccc(-c2csc(C3=C(O)CN(CCCN4CCCC4=O)C3=N)n2)cc1OC	13.7	1.2	0.7	-0.6	7.8	-0.436	1.2	2.8	.
15	CN(C)/C=N/c1sc2c(c1C(N)=O)CCCC2	11.6	3.4	1.5	-1.3	0.9	0.248	-17.4	-24.4	1.0
16	Cc1cccc(N2C(=O)CSC23CCCCC3)c1	21.3	-0.6	-4.3	-0.7	9.7	.	-0.7	-2.3	1.1
17	O=C(N=Nc1c(O)n(Cc2ccccc2)c2ccccc12)c1ccc(O)cc1	-2.6	-0.8	5.6	-2.3	-1.9	-0.0659	-8.8	-10.0	-1.5
18	C=CCN1C(=O)NC(c2ccc(OC)cc2)(C(F)(F)F)S/C1=C(\C#N)c1nnc(N2CCOCC2)n1-c1ccccc1 (stereo unspecified)	7.2	0.1	-5.9	0.0	15.4	-0.844	-9.8	7.2	2.9
19	CCn1nc(C)c(CNC(=O)Nc2ccccc2C(=O)OC)c1C	19.5	0.2	4.3	0.1	8.8	.	9.6	-6.5	-11.7
20	COC(=O)c1ccc(CN2CCN(CCCc3ccccc3)C(CCO)C2)cc1 (stereo unspecified)	10.1	-0.6	0.2	-0.7	12.3	.	.	6.4	-9.6
21	NC(=O)c1cc(Br)cc(C2CCCCC2)c1O	10.2	1.0	-2.2	-5.5	4.7	0.786	7.4	7.8	-3.5
22	C=CCc1cccc2cc(C(=O)NC3CCCCC3)c(=O)oc12	18.6	15.1	-11.7	2.3	2.3	-0.943	-5.1	-6.2	3.0
23	Cc1oc2ccc(O)c(CN(C)C)c2c1C(=O)c1ccccc1	10.7	-1.8	-5.6	3.9	9.5	-0.643	0.5	-0.6	2.8
24	COCCOC(=O)C1=C(C)NC2=C(C(=O)CC(C)(C)C2)C1c1cccnc1 (stereo unspecified)	22.7	0.1	-4.4	-12.9	3.0	-0.00916	-49.7	1.0	-33.8
25	Cc1cccc(C(C)(C)C)c1OCCOCCN1CCCC1	-0.7	-0.8	-8.4	3.2	-3.0	0.407	-15.7	-4.8	2.9

# Further records follow.
cpd	molecule	Hck Nef HTS	zVAD death inh	thrombin 1536	TNF death inh	FXIIa inh	KCC2 mod	KLK5 inh	FXIa inh	Rad51 HR inh
26	CCOC(=O)C1CCN(C(=O)c2ccc(N(C)S(C)(=O)=O)cc2)CC1	1.5	0.1	-5.3	-0.2	10.4	-0.988	-21.4	-6.3	0.7
27	CCN(CC)S(=O)(=O)c1ccc(Cl)c(NC(=O)c2cc(Cl)ccc2Cl)c1	0.0	1.9	-16.0	1.9	11.3	0.704	-2.5	2.3	7.1
28	Cc1ccnc(NS(=O)(=O)c2ccc(NC(=O)CSc3nc(-c4ccccc4)cc(=O)[nH]3)cc2)n1	-15.4	5.0	1.5	0.4	.	0.0829	2.0	1.1	-1.3
29	CCOC(=O)NC(=O)C(=CNNc1ncc(C(F)(F)F)cc1Cl)C(=O)NC(=O)OCC	-3.7	3.5	-4.0	-1.2	4.2	1.49	-1.9	-5.3	2.9
30	Cc1ccccc1NC(=O)c1ccccc1NC(=O)Cc1cccc2ccccc12	-0.5	.	0.7	2.5	13.4	-0.794	-5.6	3.5	22.0
31	C=CCNCCOCCOc1ccccc1-c1ccccc1	14.7	-2.6	-2.7	4.7	8.5	1.25	0.3	-5.4	-1.3
32	Cc1ccc(NC(=S)N(CCN(C)C)C(C)c2ccco2)cc1Cl (stereo unspecified)	19.7	-0.3	-1.0	1.1	7.8	0.193	-3.1	-6.2	12.1
33	COc1ccc(C2C(C#N)=C(N)Oc3n[nH]c(C)c32)cc1Cn1nc(C)c([N+](=O)[O-])c1C (stereo unspecified)	-0.5	-0.6	3.0	-9.8	5.2	.	-1.6	-1.2	9.2
34	COc1ccc(C2C(C#N)=C(N)N(c3cccnc3)C3=C2C(=O)CCC3)cc1Cn1cc([N+](=O)[O-])cn1 (stereo unspecified)	0.6	3.0	2.7	-6.6	15.9	-0.446	5.4	7.5	-16.2
35	Nc1cc2nsnc2cc1Br	0.4	0.6	8.9	-15.7	29.6	-0.0139	4.5	21.4	-9.7
36	O=C(CSC1=NCCS1)Nc1ccc2ccccc2c1	6.7	0.1	-2.4	2.2	9.4	-1.85	.	0.2	.
37	Cc1ccc(-n2nnnc2SCC(N)=O)c(C)c1	13.2	0.3	0.4	-1.3	16.3	0.277	7.4	-0.2	-7.6
38	Cc1c(NC(=O)C(C)OC(=O)c2cccc(S(=O)(=O)N(C)C)c2)c(=O)n(-c2ccccc2)n1C (stereo unspecified)	22.0	1.2	-2.1	-0.1	12.2	-0.502	4.5	0.0	6.1
39	CCOc1cc2[nH]c(=O)n(CCC(=O)N3CCN(c4ccccc4OC)CC3)c(=O)c2cc1OCC	0.7	0.1	-3.1	-7.3	-2.1	.	-13.0	-11.2	6.6
40	CCc1nc2c(cnn2-c2ccc(F)cc2)c(=O)n1-c1ccc(N2CCC(C)CC2)cc1	0.5	19.4	-4.8	-3.4	7.8	-0.177	-5.3	-3.6	0.3
41	CCCOc1ccc(C(=O)N2CCCC2)cc1OC	3.3	0.0	-1.3	-2.7	3.3	0.758	3.5	3.0	-3.0
42	CC(=O)OC1CC(c2cc(C(C)(C)C)c(O)c(C(C)(C)C)c2)=NO1 (stereo unspecified)	5.2	2.0	-5.0	0.6	8.3	-0.297	1.0	5.1	.
43	COCC(=O)OCC(=O)Nc1ccccc1-c1ccccc1	25.3	5.2	8.7	0.3	9.7	-0.223	2.9	1.1	-32.8
44	O=C(NC1CCCCC1)C1CCN(S(=O)(=O)N2CCCCCC2)CC1	0.1	0.7	4.1	2.5	13.6	0.501	1.9	3.4	-1.9
45	CC(=O)Nc1cccc(C(=O)OCc2ccccc2)c1	-1.2	6.4	11.2	-0.4	15.6	.	82.0*	28.9	0.5
46	COc1ccc(-c2n[nH]c3c2C(c2ccc(OC)c(OC)c2)N(c2ccccc2)C3=O)cc1 (stereo unspecified)	1.2	-1.3	1.0	-4.0	16.2	-1.32	-1.9	4.3	4.3
47	O=C(CSc1ncn[nH]1)Nc1c(Br)cc([N+](=O)[O-])cc1Br	-0.8	-1.1	16.0	1.1	32.5	-0.532	38.8	13.6	-1.8
48	COC(=O)c1ccc(CSc2nc(-c3ccc(OC)cc3)nc3c2c(=O)n(C)c(=O)n3C)o1	3.9	0.0	.	-0.5	.	0.413	.	.	.
49	CCCCOc1ccc(OC(=O)c2cccnc2)cc1	0.4	0.1	-4.3	-7.2	-11.3	0.247	2.8	-10.6	3.2
50	CCOCc1cc(C)[nH]c(=O)c1C#N	0.2	0.4	0.1	0.7	1.8	.	-19.5	-4.8	-1.7

# Other entries.
cpd	molecule	Hck Nef HTS	zVAD death inh	thrombin 1536	TNF death inh	FXIIa inh	KCC2 mod	KLK5 inh	FXIa inh	Rad51 HR inh
51	CCC1CCCCN1C(=O)CN1C(=O)CSC1=O (stereo unspecified)	0.7	-0.1	-2.9	0.5	4.5	-2.56	-4.0	-7.5	4.2
52	CCOC(=O)CC1C(=O)NCCN1c1nc2ccc(C)cn2c(=O)c1/C=C1\SC(=S)N(C(C)CC)C1=O (stereo unspecified)	-63.3	0.0	0.6	1.0	6.9	i	1.4	2.4	i
53	Cc1ccc(-c2nnn(CC(=O)Nc3cccc4c3CCCC4)n2)o1	0.3	-0.1	3.4	-2.8	17.1	.	2.8	1.3	0.5
54	CC(=O)Oc1ccc(/C=C2/Oc3ccccc3C2=O)cc1	-57.0	1.1	-7.3	-9.1	8.5	1	-5.2	1.9	-20.9
55	Cc1cccc(-n2c(SCc3cc(=O)n4ccsc4n3)nc3ccccc3c2=O)c1	-16.9	0.1	4.8	-6.6	17.9	-1.57	-3.6	7.6	.
56	COc1cccc(-c2nnc(SCC(=O)OC(C)C)n2Cc2ccco2)c1	-0.9	1.1	2.2	-0.9	1.8	0.00292	-8.0	2.2	.
57	O=Cc1ccccc1OCCOc1ccccc1C=O	8.4	-1.0	2.6	-16.7	14.1	-1.76	-2.6	7.8	-1.8
58	CN(C(=O)c1cc(-n2cnnc2)ccc1Cl)c1ccccc1	-0.6	0.2	1.9	0.1	5.8	1.05	-2.3	-1.7	.

# Looked up one by one from the entries so far:
cpd	molecule	Hck Nef HTS	zVAD death inh	thrombin 1536	TNF death inh	FXIIa inh	KCC2 mod	KLK5 inh	FXIa inh	Rad51 HR inh
51	CCC1CCCCN1C(=O)CN1C(=O)CSC1=O (stereo unspecified)	0.7	-0.1	-2.9	0.5	4.5	-2.56	-4.0	-7.5	4.2
19	CCn1nc(C)c(CNC(=O)Nc2ccccc2C(=O)OC)c1C	19.5	0.2	4.3	0.1	8.8	.	9.6	-6.5	-11.7
